Assay outcomes as filed in PubChem BioAssay.
All columns: NCI-60 one-dose screen, growth in % after 48 h at 10 µM unless noted; 100 = growth as untreated, 0 = no growth, -100 = all killed.
HCT-15 = HCT-15 colon cancer | actives 5.2% (n = 82,000) | AID 1794746
HCT-116 = HCT-116 colon cancer; actives 7.3% (n = 82,000)
HCC-2998 = HCC-2998 colon cancer; AID 1794799; actives 4.7% (n = 79,000)
NCI-H322M = NCI-H322M lung cancer; actives 2.7% (n = 80,000); AID 1794733
COLO 205 = COLO 205 colon cancer | AID 1794742 | actives 7.3% (n = 79,000)
SNB-75 = SNB-75 CNS cancer. actives 5% (n = 79,000). AID 1794750
KM12 = KM12 colon cancer cells; actives 5% (n = 82,000)
SW-620 = SW-620 colon cancer | actives 5.2% (n = 82,000) | AID 1794795
HT29 = HT29 colon cancer | actives 7.4% (n = 81,000)
Starred values were filed as active, the others as inactive; . = no result given; & = joins results of further samples. How the source made its calls: active means growth percent below 10; inactive means the rest.

SMILES	HCT-15	HCT-116	HCC-2998	NCI-H322M	COLO 205	SNB-75	KM12	SW-620	HT29
Cc1ccc(NC(=O)CCCCCN2CCN(C)CC2)cc1Nc1nccc(-c2cccnc2)n1	104.8	103.1	96.4	99.7	107.8	84.3	98.2	97.5	106.6
CC(=O)NS(=O)(=O)c1ccc(NC(=O)CSC2=NC(c3ccccc3)C(C(C)=O)=C(C)N2)cc1 (configuration not stated)	101.5	102.1	107.9	105.0	125.8	99.0	103.7	106.1	114.2
CCN(CC)Cn1nc2n(C)c(=O)c(C#N)c(-c3ccccc3)n2c1=S	116.7	107.6	107.4	117.4	117.9	94.6	100.4	107.3	110.8
CCOC(=O)c1cc2c(n1Cc1cc(OC)cc(OC)c1)-c1nc(NC(C)=O)sc1CCC2	79.3	76.9	101.8	84.0	91.9	77.0	87.2	91.7	83.8
OCCSCCCCCCSCCO	105.9	100.0	111.1	106.5	103.9	84.4	106.5	107.9	105.2
CN1CCN(C(=O)[C@@]2(C)CC[C@]3(C)CC[C@]4(C)C(=CC[C@@H]5[C@@]6(C)CCC(=O)NC(C)(C)[C@@H]6CC[C@]54C)[C@@H]3C2)CC1	30.3	21.8	49.0	70.7	7.6*	87.3	46.8	19.7	3.6*
Clc1ccc2c(c1)CC1C[C@@H](/C=C/c3ccccc3)N2O1 (some centres not stated)	81.3	71.5	87.6	94.3	103.7	97.7	96.8	99.6	.
CCOC(=O)c1ccc(NC(=O)CN2CCN(c3cc(=O)[nH]c4ccc(F)cc34)CC2)cc1	94.1	97.8	97.7	98.4	107.2	86.9	103.7	103.6	109.1
COc1ccc(C(=O)CSc2nc3c(c(Nc4ccc(S(N)(=O)=O)cc4)n2)CCCC3)cc1	88.4	93.0	97.6	107.3	107.6	118.6	73.7	86.4	96.4
O=C(c1cc(-c2ccncc2)nc2ccccc12)N1CCCCC1	106.7	103.5	116.2	122.3	120.4	86.3	109.4	105.1	105.3
C=C(C)[C@@H]1CC[C@]2(C)CC[C@]3(C)[C@H](CC[C@@H]4[C@@]5(C)CC[C@H](O)C(C)(C)[C@@H]5CC[C@]43C)[C@@H]12	105.6	90.4	206.6	114.6	111.2	94.5	101.0	110.9	104.8
C=CCSc1nc(-c2cnccn2)cc(-c2cccs2)c1C#N	78.8	84.2	104.8	83.5	102.1	71.2	76.1	81.7	86.1
COc1ccc(-c2nc(-c3nc4cc(C)c(C)cc4[nH]3)cc3c2[nH]c2ccccc23)cc1	3.4*	18.1	16.6	84.0	41.9	.	44.2	77.3	1.2*
COc1ccc(C(CCc2ccccc2)OC(C)=O)cc1 (configuration not stated)	104.3	98.1	107.3	96.5	112.6	96.4	107.4	115.6	95.5
COC(=O)[C@@]1(/C=C/c2ccccc2)C(=O)N(c2ccc(OC)cc2)[C@@]1(C(=O)OC)c1ccc(OC)cc1	93.3	85.2	97.6	97.6	99.1	87.5	100.5	94.3	86.4
O=[N+]([O-])c1cccc(OCCCOc2ccccc2)c1	93.1	107.4	92.0	103.0	109.1	89.7	100.8	113.9	88.2
COc1cccc(-c2nn(-c3ccccc3)cc2-c2ccnc(N3CCN(C(=O)Nc4cc(C(F)(F)F)cc(C(F)(F)F)c4)CC3)c2)c1	46.7	43.5	82.5	73.5	76.7	60.0	54.6	68.8	48.5
COC(=O)[C@]1(C(C)C)N[C@H](c2cn(-c3ccccc3)nc2-c2ccccc2)[C@@H]2C(=O)N(c3ccccc3)C(=O)[C@@H]21	97.3	83.5	96.2	104.6	108.3	78.7	100.8	97.7	90.5
CC(=O)O[C@]1(C(C)=O)CC[C@H]2[C@@H]3C=C(Cl)C4=CC(=O)CC[C@]4(C)[C@H]3CC[C@@]21C	101.6	96.7	103.1	106.5	133.0	117.1	109.4	114.8	101.2
COC1OC(CO)C(O)C(O)C1O (configuration not stated)	110.7&115.1&104.2&91.9	96.0&112.1&99.3&103.7	102.8&104.0&118.9&97.5	110.6&106.7&100.2&107.9	101.0&122.0&105.0&114.2	87.9&77.1&102.9&96.5	101.4&106.3&101.8&104.2	104.9&106.4&108.6&103.1	89.8&108.8&99.7&98.0
CCOC(=O)c1c(C)oc2ncnc(Nc3ccc(OCc4ccccn4)c(Cl)c3)c12	99.8	94.4	109.9	96.0	103.4	98.8	103.7	100.6	99.5
COc1ccc2nc(-n3c(=O)c4cccnc4n(-c4cc(F)c(F)c(F)c4)c3=O)sc2c1	109.6	98.7	105.9	110.9	119.3	.	116.6	109.2	105.5
C=C1C(=O)O[C@H]2[C@H]1CC/C(COC(=O)NCC(=O)Nc1ccc(OC)c(C(N)=O)c1O)=C\CC[C@@]1(C)O[C@@H]21	91.2	36.0	101.8	92.2	10.8	76.9	92.8	10.6	18.8
CCc1c2c(c(C)c3c1oc1cc(OC)ccc13)C(=O)N(N)C2=O	101.3	93.2	115.4	103.0	108.1	114.7	105.4	100.1	107.3
O=CN/N=C/c1ccc(Cl)c([N+](=O)[O-])c1	47.3	16.2	27.2	28.6	26.0	62.2	7.2*	17.6	6.9*

Exported field by field: part of the list above.
compound: CCOC(=O)c1ccc(NC(=O)CN2CCN(c3cc(=O)[nH]c4ccc(F)cc34)CC2)cc1
  HCT-15: 94.1	HCT-116: 97.8	HCC-2998: 97.7	NCI-H322M: 98.4	COLO 205: 107.2	SNB-75: 86.9	KM12: 103.7	SW-620: 103.6	HT29: 109.1

compound: CCN(CC)Cn1nc2n(C)c(=O)c(C#N)c(-c3ccccc3)n2c1=S
  HCT-15: 116.7	HCT-116: 107.6	HCC-2998: 107.4	NCI-H322M: 117.4	COLO 205: 117.9	SNB-75: 94.6	KM12: 100.4	SW-620: 107.3	HT29: 110.8

The list continues.
SMILES	HCT-15	HCT-116	HCC-2998	NCI-H322M	COLO 205	SNB-75	KM12	SW-620	HT29
CC(C)(C)OC(=O)N1C(=O)c2c(c3c4ccccc4[nH]c3c3ccc4ccccc4c23)C1=O	51.6	58.8	82.6	52.8	68.1	79.5	.	57.2	51.6
O=C(Nc1ccccc1)C1CN(Cc2ccccc2)CCS1 (configuration not stated)	96.2	96.1	95.3	92.4	102.9	87.6	96.5	111.0	96.4
O=c1ccc2c([N+](=O)[O-])cccc2[nH]1	94.2	106.0	106.2	111.9	105.4	110.5	102.3	111.1	103.7
O=NN(C(=O)NC1CCC(C(=O)O)CC1)C1CCC(C(=O)O)CC1 (configuration not stated)	96.3	103.9	104.1	107.4	114.5	84.1	108.1	105.3	107.6
COCc1nc2ccccc2[nH]1	97.7	99.9	106.5	100.1	108.7	95.8	105.9	105.9	103.9
O=C(Cc1ccc(CNC(=O)c2ccccc2)cc1)NO	95.8	94.7	93.4	84.6	93.3	97.9	98.7	95.3	62.9
O=C(/C=C/C=C/c1ccc2c(c1)OCO2)N/N=C\c1ccc(O)cc1	60.3	90.1	96.8	81.5	110.2	73.0	66.5	80.7	101.0
C=C(C)[C@@H]1CC[C@]2(C(=O)N3CCN(C)CC3)CC[C@]3(C)[C@H](CC[C@@H]4[C@@]5(C)C/C(=C/c6ccccn6)C(=O)C(C)(C)[C@@H]5CC[C@]43C)[C@@H]12	34.3	35.9	99.7	86.5	89.2	54.5	76.6	74.6	39.9
Cc1nc2sc(C(=O)Nc3ccc(Br)cc3)c(N)c2cc1C(O)c1ccccc1 (configuration not stated)	34.7	29.9	76.5	90.4	64.5	62.6	49.2	45.8	36.7
O=C(Nc1ccc(N=Cc2ccccn2)cc1)NC1C=c2ccccc2=CC1 (configuration not stated)	99.7	102.9	104.3	110.0	116.7	88.2	104.4	103.0	103.7
CC(=O)O[C@H]1CC[C@]2(C)[C@H]3CC=C4[C@@H]5CC(C)(C)CC[C@]5(C(=O)OCC(COC(=O)C(Cl)Cl)(COC(=O)C(Cl)Cl)NC(=O)C(Cl)Cl)CC[C@@]4(C)[C@]3(C)CC[C@H]2C1(C)C	46.7	26.7	86.9	89.1	47.8	85.9	52.2	79.4	8.5*
c1ccc2cc(C[n+]3ccn(CCCCCCn4cc[n+](Cc5ccc6ccccc6c5)c4)c3)ccc2c1	96.4	45.2	59.4	76.2	27.9	26.7	41.2	95.5	22.8
CN1CCN(CCCOc2cccc3nc(Nc4cc(Cl)cc(Cl)c4)ccc23)CC1	-73.6*	-26.6*	30.2	3.6*	-67.4*	36.4	-71.9*	-66.6*	-80.1*
CCCCNS(=O)(=O)c1ccccc1	112.5	107.0	102.6	100.3	122.4	80.5	103.4	108.9	103.6
COc1cc(-c2nc(-c3ccccc3)c(-c3ccccc3)n2C2CCCCC2)ccc1OC1CCCC1	78.3	35.4	70.5	78.7	100.0	53.7	75.3	72.4	53.0
CCc1ccc(Nc2cc(C)c3ccc(O)cc3n2)cc1	70.7	56.8	-59.8*	82.9	-81.3*	57.8	53.9	78.5	19.6
CS(=O)(=O)Nc1ccc(C(=O)N=Nc2c(O)[nH]c3ccc(F)cc23)cc1	96.5	101.6	98.3	96.2	116.5	85.1	96.2	99.9	101.6
CC(=O)N(Cc1ccccc1)c1nc2c3ccccc3n(C(C)=O)c2s1	101.3	103.7	107.2	102.2	118.0	97.3	101.4	96.6	98.2
COc1ccc(/C=C2\SC(=Nc3ccc(F)cc3)NC2=O)c(OC)c1	93.6	76.9	121.2	112.1	109.0	96.2	74.4	101.5	75.6
Nc1ccc(CC[C@H]2CCC/C=C/[C@@H]3C[C@H](O)C[C@H]3[C@H](O)/C=C/C(=O)O2)cc1	6.6*	-73.7*	-15.3*	.	.	32.3	.	-27.4*	-39.8*
O=C(O)c1cn(C2CC2)c2cc(N3CCN(C(=O)Nc4nc(-c5ccccc5)cs4)CC3)c(F)cc2c1=O	29.9	17.5	34.4	31.4	51.0	9.5*	13.8	29.4	4.0*
NCC1CCCCC1CC(=O)O (configuration not stated)	85.1	100.5	113.1	102.9	.	88.4	99.6	107.3	102.9
ClC(Cl)=C(Cl)C(Cl)(Cl)Cl	104.7	100.8	100.8	105.5	108.5	89.9	108.4	105.7	101.8
Nc1nc2c(nc(Br)n2[C@@H]2O[C@H](CO)[C@@H](O)[C@H]2O)c(=O)[nH]1	101.1	103.0	112.3	110.8	.	93.8	100.9	101.7	101.3
Cc1[nH]c(=O)c(C#N)c2c1CCCC2	101.2	103.9	105.7	102.7	111.7	94.7	97.1	100.8	105.1

Five entries drawn at random from those above:
SMILES	HCT-15	HCT-116	HCC-2998	NCI-H322M	COLO 205	SNB-75	KM12	SW-620	HT29
COCc1nc2ccccc2[nH]1	97.7	99.9	106.5	100.1	108.7	95.8	105.9	105.9	103.9
CCCCNS(=O)(=O)c1ccccc1	112.5	107.0	102.6	100.3	122.4	80.5	103.4	108.9	103.6
ClC(Cl)=C(Cl)C(Cl)(Cl)Cl	104.7	100.8	100.8	105.5	108.5	89.9	108.4	105.7	101.8
Nc1ccc(CC[C@H]2CCC/C=C/[C@@H]3C[C@H](O)C[C@H]3[C@H](O)/C=C/C(=O)O2)cc1	6.6*	-73.7*	-15.3*	.	.	32.3	.	-27.4*	-39.8*
O=c1ccc2c([N+](=O)[O-])cccc2[nH]1	94.2	106.0	106.2	111.9	105.4	110.5	102.3	111.1	103.7

Additional records:
SMILES	HCT-15	HCT-116	HCC-2998	NCI-H322M	COLO 205	SNB-75	KM12	SW-620	HT29
Cn1nc(NC(=O)C(F)(F)F)c2nccnc21	100.9	113.9	98.9	98.8	112.5	79.8	103.0	105.9	92.8
COC(=O)c1cc(-c2ccc(Cl)c(Cl)c2)[nH]c(=O)c1C#N	96.3	97.2	116.8	95.4	114.1	99.2	108.8	99.1	107.3
O=C(O)Cc1ccc(NC(=O)c2cc(Cl)ccc2Nc2ccnc(C(F)(F)F)c2)cc1	111.6	94.7	105.3	100.8	112.0	59.2	109.9	111.6	91.9
COc1cccc(NC(=O)Nc2ccc(Nc3ncnc4sc(C(=O)NCCCC(=O)NO)c(C)c34)cc2)c1	99.7	99.3	108.6	95.9	111.3	90.6	101.4	101.5	95.3
COc1cc(-c2ccc(N=Nc3ccc4c(S(=O)(=O)O)ccc(N)c4c3O)c(OC)c2)ccc1N=Nc1ccc2c(S(=O)(=O)O)ccc(N)c2c1O	109.7	113.6	114.5	.	95.7	70.9	113.6	109.2	105.2
COC(=O)/C=C(\C)Nc1ccc([N+](=O)[O-])cc1	.	92.8	93.6	.	102.2	91.7	89.9	107.2	95.6
CC(=O)Oc1cc([N+](=O)[O-])ccc1C#N	106.6	99.8	106.8	104.5	100.3	103.4	107.2	105.4	90.0
O=C(Nc1cccc(NC(=O)C2CCCCC2)c1)c1ccccn1	100.1	93.6	87.4	89.2	116.7	87.0	98.6	114.9	90.4
CCNc1cccc2ccccc12	47.7	69.5	98.1	94.0	122.8	84.1	94.1	93.6	99.7
O=c1[nH]c2cc(Cl)ccc2c(O)c1/C=N/Nc1nc(-c2ccccc2)cs1	28.0	62.7	100.6	79.8	95.4	.	87.2	80.6	44.1
COc1cc(/C=C(\C#N)C(=O)c2ccccc2)cc(OC)c1OC	106.0	93.9	105.3	94.8	.	86.7	100.2	105.3	103.7
N#Cc1c(NC(=O)NCc2ccc(Br)cc2)sc2c1CCCC2	93.8	95.1	100.3	95.4	101.3	75.3	91.3	97.1	101.5
CCN(CC)CCCCCCNc1cc(OC)cc2cccnc12	-4.8*	-54.4*	84.1	96.0	-68.9*	75.5	76.0	-64.5*	-44.8*
CS(=O)(=O)Nc1ccc2nc(NC(=O)Nc3cccc(Cl)c3)sc2c1	61.8	71.9	88.7	86.1	95.8	87.6	50.7	107.0	73.9
N#CCCN(C(=S)Nc1ccc(Cl)c(Cl)c1)C1CCCCC1	92.9	97.6	106.5	91.7	102.3	82.3	99.7	118.3	86.9
CC(C)(C)c1ccc2c(c1)CN(C1CCCCC1)CO2	93.4	76.0	76.8	108.4	60.6	91.2	103.6	93.2	40.1
Cc1cc(C)cc(S(=O)(=O)n2ccc(-c3ccc4c(c3)CCC(C)(C)O4)n2)c1	82.3	77.8	88.2	92.0	103.5	87.2	82.7	88.3	.
